PAD4 inh = inhibitors of human PAD4; Q9UM07; recombinant PAD4, RCA probe fluorescence polarization; inhibition, % at 6.36 µM; 0.41% of 330,000 active;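 active = percent inhibition above a cutoff equal to the mean of all tested compounds plus 3 SD, cut at about 15% in these data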;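 note: 0% = PAD4 with RCA probe and DMSO and 100% = probe without PAD4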
PREPL inhibitor = inhibitors of human prolyl oligopeptidase-like enzyme PREPL | inhibition, % at 5.96 µM | Q4J6C6 | 0.68% of 320,000 active | recombinant PREPL, fluorescence polarization activity-based probe; in the data active = inhibition above about 43%;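 note: 0% = enzyme with DMSO and 100% = wells lacking enzyme; many of its hits are not listed in these tables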
ZTA DNA inh = counter-screen for EBNA-1 inhibitors: inhibitors of Epstein-Barr virus ZTA; AID 2234; P03206; ZTA-DNA binding, fluorescence polarization; 0.15% of 320,000 active; inhibition, % at 11 µM; in the data active = inhibition above about 33%
LYPLA2 counter = blocks human lysophospholipase 2, a PME1 counter-screen. recombinant LYPLA2, FP-Rh probe fluorescence polarization. 0.38% of 320,000 active. inhibition, % at 5.9 µM;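 active = inhibition above the screen-wide mean plus 3 SD, limit set per campaign, cut at about 26% in these data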;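 note: 0% = LYPLA2 with DMSO and 100% = wells lacking LYPLA2 enzyme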
GSTO1 inh = GSTO1 inhibition, counter-screen for RBBP9 inhibitors. 1.1% of 300,000 active. inhibition, % at 5.96 µM. recombinant GSTO1, activity-based probe fluorescence polarization. P78417;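 active = inhibition above the campaign mean inhibition plus 3 SD, cut at about 35% in these data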;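 note: 0% = GSTO1-1 with DMSO and 100% = wells lacking GSTO1-1 enzyme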
PAFAH2 FP inh = inhibitors of human PAFAH2 | recombinant PAFAH2, FP-rhodamine activity probe, fluorescence polarization | inhibition, % at 3.39 µM | 0.99% of 340,000 active | AID 492956;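 active = inhibition above the mean over all tested compounds plus 3 SD, cut at about 30% in these data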;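 note: inhibitors block probe labeling of enzyme so polarization drops; 0% = enzyme with DMSO and 100% = wells lacking PAFAH2 protein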
EBNA-1 inh = blocks EBNA-1 binding to DNA; 0.34% of 300,000 active; inhibition, % at 14.8 µM; EBNA-1 DNA binding, fluorescence polarization; AID 1950; in the data active = inhibition above about 28%
LYPLA1 inh = blocks human lysophospholipase 1, a PME1 counter-screen. O75608. recombinant LYPLA1, FP-Rh probe fluorescence polarization. inhibition, % at 5.9 µM. 0.16% of 320,000 active. AID 2174;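 active = inhibition above the mean of all tested compounds plus 3 SD, set per campaign, cut at about 14% in these data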;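 note: inhibitors block serine hydrolase probe labeling of LYPLA1 so polarization falls; 0% = enzyme with DMSO and 100% = wells lacking LYPLA1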
Target sequence (O75608 whole entry, looked up): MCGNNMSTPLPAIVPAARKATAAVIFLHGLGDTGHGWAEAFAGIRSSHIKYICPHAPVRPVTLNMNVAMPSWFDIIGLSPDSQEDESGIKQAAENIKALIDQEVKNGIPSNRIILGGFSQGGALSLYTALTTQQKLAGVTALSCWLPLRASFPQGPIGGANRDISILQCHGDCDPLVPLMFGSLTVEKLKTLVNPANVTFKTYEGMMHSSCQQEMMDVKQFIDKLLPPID
PAFAH1B3 FP inh = blocks human PAF acetylhydrolase 1B catalytic subunit 3 | Q15102 | recombinant PAFAH1B3, FP-rhodamine probe, fluorescence polarization | inhibition, % at 3.39 µM | 0.28% of 340,000 active;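 active = inhibition above the screen-wide average of all tested compounds plus 3 SD, cut at about 25% in these data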;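 note: 0% = enzyme with DMSO only and 100% = wells lacking PAFAH1B3 protein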
Numbers without * were called inactive.

SMILES | PAD4 inh | PREPL inhibitor | ZTA DNA inh | LYPLA2 counter | GSTO1 inh | PAFAH2 FP inh | EBNA-1 inh | LYPLA1 inh | PAFAH1B3 FP inh
CCc1nnc(NC(=O)CCC(=O)N2CCN(C3CCCCC3)CC2)s1 | 2.2 | 6.1 | 11.9 | 9.0 | -7.8 | 5.9 | 4.5 | 3.1 | -2.7
C=CCNC(=S)Nc1cc(S(=O)(=O)N2CCOCC2)ccc1-n1cncn1 | 2.6 | 9.0 | 4.8 | 3.2 | 4.5 | -4.8 | 7.7 | 3.1 | 9.8
Cc1[nH]c2ccccc2c1C(=O)CSc1nc2ccccc2c(=O)n1CCCN1CCOCC1 | 0.3 | -73.1 | 19.3 | -12.2 | -15.1 | -9.6 | 0.3 | -18.0 | 3.5
CCCCCc1nc2c(c(=O)c3ccccc3n2C)c(=O)n1Cc1ccc(OC)cc1 | 1.5 | -16.4 | 3.5 | 0.2 | -8.5 | 9.9 | 1.9 | -3.2 | 1.5
C=CCOCCN(CCOCC=C)C1=NS(=O)(=O)c2ccccc21 | -3.9 | 15.8 | -14.2 | 4.0 | 11.0 | -4.2 | -7.0 | 1.9 | 7.3
COc1ccccc1NC(=O)CCC(=O)Nc1ccccc1OC | -3.8 | -3.9 | -3.4 | 1.3 | 7.5 | -2.5 | -0.3 | -2.0 | 4.5
O=C(Nc1ccc2c(c1)Cc1ccccc1-2)c1ccccc1F | -2.8 | 2.6 | -10.5 | 6.2 | -7.4 | 2.8 | -6.1 | -3.2 | 2.3

A second format for six compounds above:
SMILES	PAD4 inh	PREPL inhibitor	ZTA DNA inh	LYPLA2 counter	GSTO1 inh	PAFAH2 FP inh	EBNA-1 inh	LYPLA1 inh	PAFAH1B3 FP inh
CCc1nnc(NC(=O)CCC(=O)N2CCN(C3CCCCC3)CC2)s1	2.2	6.1	11.9	9.0	-7.8	5.9	4.5	3.1	-2.7
C=CCNC(=S)Nc1cc(S(=O)(=O)N2CCOCC2)ccc1-n1cncn1	2.6	9.0	4.8	3.2	4.5	-4.8	7.7	3.1	9.8
Cc1[nH]c2ccccc2c1C(=O)CSc1nc2ccccc2c(=O)n1CCCN1CCOCC1	0.3	-73.1	19.3	-12.2	-15.1	-9.6	0.3	-18.0	3.5
CCCCCc1nc2c(c(=O)c3ccccc3n2C)c(=O)n1Cc1ccc(OC)cc1	1.5	-16.4	3.5	0.2	-8.5	9.9	1.9	-3.2	1.5
C=CCOCCN(CCOCC=C)C1=NS(=O)(=O)c2ccccc21	-3.9	15.8	-14.2	4.0	11.0	-4.2	-7.0	1.9	7.3
COc1ccccc1NC(=O)CCC(=O)Nc1ccccc1OC	-3.8	-3.9	-3.4	1.3	7.5	-2.5	-0.3	-2.0	4.5

Not all compounds are listed, so the mix of outcomes need not match the whole.
